Screens as filed in PubChem BioAssay.
HTRA1 inh: HTRA1 (human) protease inhibition; recombinant HTRA1, FP-rhodamine activity-based probe, fluorescence polarization; inhibition, % at 5.96 µM; 0.5% of 340,000 active; in the data active = inhibition above about 36%;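 also: 0% = enzyme with DMSO and 100% = wells lacking enzyme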
LEDGF integ inh: blocks HIV-1 LEDGF/p75-dependent DNA integration. TR-FRET IN-LEDGF/p75 DNA integration, Eu/Cy5. inhibition, % at 3.7 µM. 0.64% of 370,000 active. AID 743269;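 active = inhibition above the screen-wide mean plus 3 SD, cut at about 13% in these data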;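 also: signal is the Cy5 over europium emission ratio at 671 and 618 nm; 0% = plate median of compound wells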
PRMT1 inh: inhibitors of human PRMT1; Q99873; recombinant PRMT1, activity-based probe fluorescence polarization; inhibition, % at 2.79 µM; 1.3% of 370,000 active; AID 652257;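 active = inhibition above about 21% made by adding two undisclosed values, limit read from the data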
Target sequence (Q99873 whole entry, looked up): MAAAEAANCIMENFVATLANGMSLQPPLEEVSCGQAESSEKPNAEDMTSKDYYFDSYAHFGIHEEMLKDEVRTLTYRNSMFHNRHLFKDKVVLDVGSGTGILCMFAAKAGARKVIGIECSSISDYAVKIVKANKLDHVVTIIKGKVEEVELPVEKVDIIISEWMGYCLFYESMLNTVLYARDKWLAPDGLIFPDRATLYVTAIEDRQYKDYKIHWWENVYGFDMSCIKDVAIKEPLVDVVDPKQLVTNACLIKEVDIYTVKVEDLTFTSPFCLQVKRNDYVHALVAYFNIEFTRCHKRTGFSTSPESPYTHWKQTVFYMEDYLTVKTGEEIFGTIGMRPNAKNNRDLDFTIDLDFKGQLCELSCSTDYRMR
SIAE inh: human SIAE inhibition, primary screen; 0.69% of 370,000 active; Q9HAT2; inhibition, % at 9.66 µM; SIAE FP-Rh probe binding, fluorescence polarization;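 active = inhibition above a cutoff: mean of compounds within the control limits plus 3 SD of those, cut at about 17% in these data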;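 also: 0% = plate median of compound wells and 100% = probe without SIAE protein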
rCAG RNA binder: r(CAG) repeat RNA binding; TO-PRO-1 dye displacement fluorescence; 1.3% of 370,000 active; AID 651821; inhibition, % at 3 µM;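 active = inhibition above the plate cutoff, the mean of all test compounds on that plate plus 3 SD, cut at about 35% in these data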;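 also: 0% = DMSO alone and 100% = 100 µM mitoxantrone as full dye displacement; higher means more dye released from RNA so lower well fluorescence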
ABHD4 inh: inhibitors of mouse ABHD4; Q8VD66; purified mABHD4, FP-Rh probe fluorescence polarization; inhibition, % at 8.92 µM; 0.54% of 370,000 active; AID 720543;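 active = inhibition exceeding the mean over every tested compound plus 3 SD, cut at about 30% in these data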;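 also: 0% = plate median of compound wells and 100% = S159A mutant with DMSO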
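System: mouse ABHD4 enzyme, wild type / Medium: HEPES pH 7.0, NaCl, Pluronic buffer / Reagent: FP-Rh activity-based fluorescent probe / Control set: S159A mutant high control, sample median low control / Detection: fluorescence polarization with parallel and perpendicular emission, 525/598 nm / Schedule: 45 min + 60 min at 25 °C / Compound dosing: 8.92 µM, single dose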
TCR-CD3 inh: human TCR-CD3 binding inhibition; inhibition, % at 9.4 µM; 0.37% of 360,000 active; AID 651800; TAMRA-labeled TCR probe fluorescence, biochemical; in the data active = inhibition above about 19%;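 also: recombinant mutant TCR 2C K166C tagged with TAMRA read by polarization; 0% = receptor in buffer alone and 100% = receptor with positive control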
TDP2 absorb: TDP2 (human) inhibition, absorbance primary screen; 0.34% of 370,000 active; recombinant TDP2, T5PNP hydrolysis, p-nitrophenol absorbance 415 nm; AID 720702; inhibition, % at 12.8 µM;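 active = inhibition above the mean of all tested compounds plus 3 SD, set per campaign, cut at about 25% in these data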;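 also: 0% = DMSO with enzyme and 100% = buffer with substrate but no TDP2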
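Evaluation: % inhibition relative to enzyme-containing and enzyme-free wells. Material: recombinant human TDP2. Benchmarks: enzyme-free and DMSO wells. Timing: enzyme reaction with compound for 2 h at 37 °C. Compound dosing: 12.8 µM only. Measured by: p-Nitrophenol epi absorbance. Reagent: T5PNP substrate at 5 mM, a TopII-DNA adduct mimic. Replication: single well per compound.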
GC-B act: GC-B (human) receptor activation; P20594; HEK293-GC-B cells, CNP EC30, cGMP TR-FRET; 0% at EC30 CNP, 100% saturating CNP; activation, % at 10 µM; 0.11% of 370,000 active;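 active = activation at 10 µM reaching about 35% in either raw or pattern-adjusted values, limit read from the data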
MBD2 inh: inhibitors of human MBD2 binding to methylated oligonucleotide. Q9UBB5. TR-FRET. inhibition, % at 4.4 µM. 0.31% of 370,000 active. AID 686964; in the data active = inhibition above about 13%
Target sequence (Q9UBB5 whole entry, looked up): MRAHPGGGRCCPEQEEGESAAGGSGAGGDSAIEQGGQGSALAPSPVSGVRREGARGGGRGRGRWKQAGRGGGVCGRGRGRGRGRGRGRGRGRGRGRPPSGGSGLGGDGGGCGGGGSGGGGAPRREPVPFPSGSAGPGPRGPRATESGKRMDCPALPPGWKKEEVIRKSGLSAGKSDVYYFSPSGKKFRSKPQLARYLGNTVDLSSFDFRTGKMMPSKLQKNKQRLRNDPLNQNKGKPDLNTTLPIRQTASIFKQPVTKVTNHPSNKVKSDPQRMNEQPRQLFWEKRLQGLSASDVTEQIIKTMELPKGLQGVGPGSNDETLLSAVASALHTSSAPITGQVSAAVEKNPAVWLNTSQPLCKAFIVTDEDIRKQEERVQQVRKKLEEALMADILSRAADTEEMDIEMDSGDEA
* marks the source's active call; other numbers are inactive results. Not all compounds are listed; the hit share may differ from the screen's.

Preview, 2 compounds:
Screening CCC1SC(CC)C(=O)N(CC(=O)Nc2ccc3c(c2)OCO3)C1=O (centres undefined) returned HTRA1 inh 0, LEDGF integ inh -3, PRMT1 inh 3, SIAE inh -3, rCAG RNA binder 0, ABHD4 inh 8, TCR-CD3 inh 1, TDP2 absorb -7, GC-B act 2 and MBD2 inh 2.
`O=C(CN1CCN(S(=O)(=O)c2ccc3c(c2)OCCO3)CC1)Nc1cccc(F)c1` gave HTRA1 inh -2, LEDGF integ inh 1, PRMT1 inh 2, SIAE inh 19*, rCAG RNA binder -3, ABHD4 inh 2, TCR-CD3 inh 4, TDP2 absorb -7, GC-B act 1 and MBD2 inh 0.

Main list (from the top)
Screening CCC1SC(CC)C(=O)N(CC(=O)Nc2ccc3c(c2)OCO3)C1=O (centres undefined) returned HTRA1 inh 0, LEDGF integ inh -3, PRMT1 inh 3, SIAE inh -3, rCAG RNA binder 0, ABHD4 inh 8, TCR-CD3 inh 1, TDP2 absorb -7, GC-B act 2 and MBD2 inh 2.
`O=C(CN1CCN(S(=O)(=O)c2ccc3c(c2)OCCO3)CC1)Nc1cccc(F)c1` gave HTRA1 inh -2, LEDGF integ inh 1, PRMT1 inh 2, SIAE inh 19*, rCAG RNA binder -3, ABHD4 inh 2, TCR-CD3 inh 4, TDP2 absorb -7, GC-B act 1 and MBD2 inh 0.
`CC(C)(C)C(=O)NC(=S)Nc1cc(C(F)(F)F)ccc1N1CCOCC1` gave HTRA1 inh -13, LEDGF integ inh 3, PRMT1 inh 3, SIAE inh -10, rCAG RNA binder 0, ABHD4 inh -16, TCR-CD3 inh 2, TDP2 absorb -6, GC-B act 7 and MBD2 inh 3.
O=C1CC[C@@H](C(=O)N2CSC[C@H]2C(=O)O)N1 was read as HTRA1 inh 9, LEDGF integ inh 1, PRMT1 inh 7, SIAE inh -4, rCAG RNA binder 0, ABHD4 inh -2, TCR-CD3 inh -5, TDP2 absorb -3, GC-B act 3 and MBD2 inh 7.
C/[N+]([O-])=C\C1C(=O)CCCC1=O was read as HTRA1 inh 3, LEDGF integ inh 2, PRMT1 inh -5, SIAE inh -6, rCAG RNA binder -1, ABHD4 inh 5, TCR-CD3 inh 6, TDP2 absorb 0, GC-B act 3 and MBD2 inh 1.
For N#Cc1cc(O)c(-n2nnc3ccccc32)cc1C#N the results were HTRA1 inh 1, LEDGF integ inh 2, PRMT1 inh 1, SIAE inh -24, rCAG RNA binder 2, ABHD4 inh 2, TCR-CD3 inh 6, TDP2 absorb 5, GC-B act -4 and MBD2 inh 0.
For CCCCS(=O)CC(COCc1ccccc1)OC(=O)CSc1nc(C)cc(C)n1 (centres undefined) the results were HTRA1 inh 3, LEDGF integ inh -2, PRMT1 inh 2, SIAE inh 3, rCAG RNA binder -10, ABHD4 inh 3, TCR-CD3 inh -3, TDP2 absorb -6, GC-B act 1 and MBD2 inh 4.
For COc1ccccc1C(=O)NCCC(=O)NCc1cccs1 the results were HTRA1 inh 0, LEDGF integ inh -3, PRMT1 inh 1, SIAE inh -1, rCAG RNA binder -4, ABHD4 inh 11, TCR-CD3 inh -4, TDP2 absorb 9, GC-B act -13 and MBD2 inh 3.
For COc1ccc(/C=N\NC(=O)c2cc3c(ccc4ccccc43)o2)cc1O the results were HTRA1 inh -10, LEDGF integ inh -2, PRMT1 inh -3, SIAE inh 2, rCAG RNA binder 10, ABHD4 inh 2, TCR-CD3 inh 7, TDP2 absorb -8, GC-B act -4 and MBD2 inh -3.
Screening CCOc1ccc(C2C(C#N)=C(N)N(c3sc4c(c3C#N)CCCC4)C3=C2C(=O)CCC3)cc1 (centres undefined) returned HTRA1 inh -18, LEDGF integ inh 0, PRMT1 inh 0, SIAE inh -21, rCAG RNA binder 13, ABHD4 inh -31, TCR-CD3 inh -17, TDP2 absorb 9 and MBD2 inh -10.
COc1ccc(-n2c(SCC(=O)c3c(N)n(C)c(=O)n(C)c3=O)nc3ccccc32)cc1 was read as HTRA1 inh -4, LEDGF integ inh 0, PRMT1 inh 3, SIAE inh -9, rCAG RNA binder 3, ABHD4 inh -1, TCR-CD3 inh -2, TDP2 absorb -5, GC-B act -2 and MBD2 inh 1.
Screening NC1=NC(=O)/C(=C/c2cn(CCC(=O)O)nc2-c2ccc(F)cc2)S1 returned HTRA1 inh -2, LEDGF integ inh -3, PRMT1 inh -2, SIAE inh -2, rCAG RNA binder 5, ABHD4 inh -2, TCR-CD3 inh -1, TDP2 absorb 12, GC-B act -1 and MBD2 inh 1.
For CCCCc1cc(=O)oc2cc(OC(C)C(=O)NCCN3CCOCC3)c(Cl)cc12 (centres undefined) the results were HTRA1 inh -4, LEDGF integ inh -1, PRMT1 inh 2, SIAE inh -2, rCAG RNA binder -7, ABHD4 inh -3, TCR-CD3 inh -1, TDP2 absorb -7, GC-B act 7 and MBD2 inh 0.
Cn1ccnc1SCC(=O)NCC(=O)Nc1ccc(F)c(F)c1F was read as HTRA1 inh 7, LEDGF integ inh -4, PRMT1 inh 0, SIAE inh 4, rCAG RNA binder -2, ABHD4 inh 1, TCR-CD3 inh -5, TDP2 absorb 3, GC-B act 0 and MBD2 inh 4.
For CCc1cccc(OCCn2nc(C(=O)O)c3ccccc3c2=O)c1 the results were HTRA1 inh -29, LEDGF integ inh -3, PRMT1 inh 4, SIAE inh -8, rCAG RNA binder -3, ABHD4 inh -7, TCR-CD3 inh 1, TDP2 absorb -4, GC-B act -3 and MBD2 inh 3.
For COc1ccc(Cc2noc(CN3CCN(Cc4cccc(Cl)c4)CC3)n2)cc1OC the results were HTRA1 inh 0, LEDGF integ inh 5, PRMT1 inh -4, SIAE inh -5, rCAG RNA binder -6, ABHD4 inh -14, TCR-CD3 inh 4, TDP2 absorb -14, GC-B act -2 and MBD2 inh 3.
Screening COC(=O)N1C[C@H](OC(=S)Nc2ccc(OC)cc2OC)[C@H]2C[C@@H]1c1ccccc1O2 returned LEDGF integ inh 0, PRMT1 inh 4, SIAE inh -1, rCAG RNA binder 5, ABHD4 inh -10, TCR-CD3 inh -1, TDP2 absorb 1, GC-B act 2 and MBD2 inh 3.
Screening COc1ccc(S(=O)(=O)CC(=O)c2cc(C)c(O)c(C)c2)cc1 returned HTRA1 inh -10, LEDGF integ inh 0, PRMT1 inh -1, SIAE inh 0, rCAG RNA binder 1, ABHD4 inh -1, TCR-CD3 inh 6, TDP2 absorb 8, GC-B act 5 and MBD2 inh 3.
For CC(=O)c1cc2c(cc1NC(=O)CN1CCOCC1)OCO2 the results were HTRA1 inh -4, LEDGF integ inh -1, PRMT1 inh 5, SIAE inh -3, rCAG RNA binder -1, ABHD4 inh -2, TCR-CD3 inh -2, TDP2 absorb 4, GC-B act 7 and MBD2 inh 4.
COc1ccc([C@@H]2CC=C(C(=O)O)[C@H](c3ccc(C(C)(C)C)cc3)N2S(=O)(=O)c2ccc(C)cc2)cc1OC was read as HTRA1 inh -15, LEDGF integ inh 3, PRMT1 inh -2, SIAE inh -5, rCAG RNA binder 67*, ABHD4 inh 17, TCR-CD3 inh 1, TDP2 absorb 3, GC-B act -3 and MBD2 inh -2.
`COc1ccc(CN2CCN(C(=O)CC(C)C)CC2)c2ccccc12` gave HTRA1 inh 4, LEDGF integ inh -1, PRMT1 inh -2, SIAE inh 4, rCAG RNA binder -6, ABHD4 inh 5, TCR-CD3 inh 6, TDP2 absorb 0, GC-B act 6 and MBD2 inh 0.
`Cc1cc2c(cc1S(=O)(=O)CCC(=O)N(C)C1CCCCC1)OCC(=O)N2` gave HTRA1 inh 2, LEDGF integ inh 0, PRMT1 inh -1, SIAE inh -4, rCAG RNA binder 2, ABHD4 inh 5, TCR-CD3 inh 6, TDP2 absorb -1, GC-B act 4 and MBD2 inh -5.
Screening CC1CN(S(=O)(=O)c2cccc(C(=O)OCC(=O)c3cccs3)c2)CC(C)O1 (centres undefined) returned HTRA1 inh 1, LEDGF integ inh 1, PRMT1 inh 0, SIAE inh 2, rCAG RNA binder 1, ABHD4 inh 2, TCR-CD3 inh -5, TDP2 absorb 8, GC-B act 5 and MBD2 inh 9.
Screening CCOC(=O)NCc1ccc2[nH]c(C)cc2c1 returned HTRA1 inh 9, LEDGF integ inh 0, PRMT1 inh 6, SIAE inh -1, rCAG RNA binder 10, ABHD4 inh 9, TCR-CD3 inh -3, TDP2 absorb -2, GC-B act 0 and MBD2 inh -9.
For COc1ccc(-c2cnc3c(NC(C)=O)cc(-c4cccc(C(=O)N(C)C)c4)cn23)cc1OC the results were LEDGF integ inh -5, PRMT1 inh 3, SIAE inh 0, rCAG RNA binder 4, ABHD4 inh 1, TCR-CD3 inh -16, TDP2 absorb 2, GC-B act 11 and MBD2 inh 1.
COc1ccc(OC)c(N=c2ssnc2Cl)c1 was read as HTRA1 inh 13, LEDGF integ inh -2, PRMT1 inh 75*, SIAE inh 2, rCAG RNA binder 8, ABHD4 inh 13, TCR-CD3 inh 3, TDP2 absorb -3, GC-B act 14 and MBD2 inh 4.
Screening CC1=C(C#N)C(c2cccnc2)C2=C(CC(c3ccc(Cl)cc3)CC2=O)N1 (centres undefined) returned HTRA1 inh -7, LEDGF integ inh 1, PRMT1 inh -2, SIAE inh 8, rCAG RNA binder -3, ABHD4 inh -4, TCR-CD3 inh 2, TDP2 absorb 6, GC-B act -8 and MBD2 inh 0.
Screening O=C(Nc1ccccc1)Nc1ccc(F)cc1F returned HTRA1 inh -3, LEDGF integ inh 2, PRMT1 inh -1, SIAE inh -2, rCAG RNA binder 0, ABHD4 inh -1, TCR-CD3 inh 5, TDP2 absorb 6, GC-B act -2 and MBD2 inh -4.
For Cc1[nH]cnc1CSCc1ccc(Cl)cc1 the results were HTRA1 inh 3, LEDGF integ inh 2, PRMT1 inh 2, SIAE inh 0, rCAG RNA binder -1, ABHD4 inh 3, TCR-CD3 inh -1, TDP2 absorb 7, GC-B act 8 and MBD2 inh -6.
`CCCCn1nc2cc(C(=O)NCc3ccccc3OC)ccc2c1OCC` gave HTRA1 inh -3, LEDGF integ inh -1, PRMT1 inh 1, SIAE inh 11, rCAG RNA binder -4, ABHD4 inh 4, TCR-CD3 inh -2, TDP2 absorb 5, GC-B act 2 and MBD2 inh 0.
For CCOC(=O)C(CC)n1cnc2c(cnn2-c2ccc(Cl)cc2)c1=O (centres undefined) the results were HTRA1 inh 7, LEDGF integ inh -2, PRMT1 inh 3, SIAE inh -5, rCAG RNA binder 0, ABHD4 inh -5, TCR-CD3 inh -9, TDP2 absorb 0, GC-B act 4 and MBD2 inh 3.
`O=C(CN1CCCc2ccccc21)N/N=C/c1ccccc1O` gave HTRA1 inh 10, LEDGF integ inh -4, PRMT1 inh 1, SIAE inh 6, rCAG RNA binder 2, ABHD4 inh 16, TCR-CD3 inh 6, TDP2 absorb 0, GC-B act -5 and MBD2 inh 6.
